From PubChem
ARFGAP1 inhibitor: inhibitors of rat ARFGAP1 GAP activity, primary screen, biochemical, fluorescence polarization, GDP tracer | Arfgap1-stimulated ARF1 GTP hydrolysis, GDP FP detection | inhibition, % at 16.5 µM | actives 0.26% (n = 360,000) | AID 651572, 2012;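 active = inhibition above a per-plate limit, mean inhibition of low control wells plus 3 SD, cut at about 25% in these data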;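 note: 0% = DMSO wells with enzyme and 100% = wells lacking Arfgap1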
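material = rat Arfgap1 catalytic domain, aa 1-136 | also added = human ARF1(Δ1-17)-GTP substrate | compound dosing = one concentration, 16.5 µM, DMSO 1.26% | times = GTP hydrolysis reaction 2 h at 25 °C | measured by = FP, GDP Alexa 633 tracer displaced from anti-GDP antibody, 620/688 nm | evaluation = percent inhibition of Arfgap1-stimulated GTP hydrolysis | replication = single well per compound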
UHRF1 MBD2 ctr: UHRF1 methylated DNA binding inhibitors, primary screen, counter-screen for MBD2 inhibitor project, biochemical, TR-FRET, human UHRF1, single concentration | UHRF1 binding to methylated oligo | inhibition, % at 4.4 µM | actives 0.75% (n = 370,000); in the data active = inhibition above about 21%;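 note: UHRF1 SRA domain binding a hemimethylated CpG hairpin DNA probe; 0% = median of test compound wells and 100% = reference inhibitor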
DDE Tn7 FP inh: inhibitors of Tn7 peptide binding to fibrin DD(E), primary screen, biochemical, fluorescence polarization, human fibrin, Tn7 probe. AID 720508, 2013. FP displacement of FITC-Tn7 peptide from fibrin DD(E); 0% = median of compound wells per plate. inhibition, % at 8.3 µM. actives 0.13% (n = 370,000). Fibrinogen beta chain (Homo sapiens), P02675;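 active = inhibition above the mean of compounds falling within the control limits plus 3 SD of them, cut at about 14% in these data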;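 note: 0% = plate median of compound wells and 100% = 10 µM Aha-Tn7 peptide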
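Measure: % inhibition scaled between sample-field median and high-control FP; Test system: human fibrin DD(E); Quantity: 2 µM final DD(E) protein; Doses: one dose, 8.3 µM nominal; Schedule: compound with protein 10 min, then 3 h after probe, room temperature; Detection: fluorescence polarization; Medium: Tris buffer with calcium and detergent, pH 7.8.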
proKLK7 act: proKLK7 zymogen activators, primary screen, biochemical, fluorescence intensity. Kallikrein-7 (Homo sapiens), P49862. purified proKLK7, EDANS-DABCYL substrate fluorescence; 100% is mature enzyme control, 0% vehicle. activation, % at 7 µM. actives 0.9% (n = 370,000). AID 652039, 2013;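 active = activation above the mean of all tested compounds plus 3 SD, computed per campaign excluding outliers beyond control limits, cut at about 13% in these data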
PLCb3 inh: human PLC-beta3 inhibitors, primary screen, biochemical, fluorescence; inhibition, % at 12.2 µM; Purified PLC-beta3, fluorogenic substrate; 1-phosphatidylinositol 4,5-bisphosphate phosphodiesterase beta-3 (Homo sapiens), Q01970; actives 0.18% (n = 370,000); in the data active = inhibition above about 11%;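 note: 0% = median of compound wells on plate and 100% = full blocker control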
ADAM17 inh: ADAM17 inhibitors, primary screen, biochemical, QFRET. Disintegrin and metalloproteinase domain-containing protein 17 (Homo sapiens), P78536. recombinant ADAM17, EDANS/DABCYL FRET peptide cleavage. inhibition, % at 6.95 µM. actives 0.83% (n = 370,000);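 active = inhibition above the mean of compounds lying between control limits plus 3 SD, set per campaign, cut at about 8.5% in these data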;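 note: 0% = DMSO-only wells as the low control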
DDE Tn6 FP inh: inhibitors of Tn6 peptide binding to fibrin DD(E), primary screen, biochemical, fluorescence polarization, human fibrin, Tn6 probe | Fibrinogen beta chain (Homo sapiens), P02675 | Fibrin DD(E) TRITC-Tn6 fluorescence polarization displacement | inhibition, % at 8.3 µM | actives 0.21% (n = 370,000);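 active = inhibition above a per-campaign cutoff: mean of compounds within control limits plus 3 SD, cut at about 15% in these data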;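 note: 0% = median of all compound wells on the plate and 100% = blocking peptide control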
MBD2 inh: inhibitors of MBD2 binding to methylated DNA, primary screen, biochemical, TR-FRET, DNA-binding domain, human; inhibition, % at 4.4 µM; actives 0.31% (n = 370,000); MBD2 binding to methylated oligonucleotide; AID 686964, 2013; Methyl-CpG-binding domain protein 2 (Homo sapiens), Q9UBB5; in the data active = inhibition above about 13%
PLCg1 inh: PLC-gamma1 enzyme inhibitors, primary screen, biochemical, fluorescence, purified enzyme. 1-phosphatidylinositol 4,5-bisphosphate phosphodiesterase gamma-1 (Homo sapiens), P19174. fluorogenic substrate. inhibition, % at 12.2 µM. actives 0.84% (n = 370,000). AID 720700, 2013; in the data active = inhibition above about 9.5%
Target sequence (P19174 whole entry, looked up): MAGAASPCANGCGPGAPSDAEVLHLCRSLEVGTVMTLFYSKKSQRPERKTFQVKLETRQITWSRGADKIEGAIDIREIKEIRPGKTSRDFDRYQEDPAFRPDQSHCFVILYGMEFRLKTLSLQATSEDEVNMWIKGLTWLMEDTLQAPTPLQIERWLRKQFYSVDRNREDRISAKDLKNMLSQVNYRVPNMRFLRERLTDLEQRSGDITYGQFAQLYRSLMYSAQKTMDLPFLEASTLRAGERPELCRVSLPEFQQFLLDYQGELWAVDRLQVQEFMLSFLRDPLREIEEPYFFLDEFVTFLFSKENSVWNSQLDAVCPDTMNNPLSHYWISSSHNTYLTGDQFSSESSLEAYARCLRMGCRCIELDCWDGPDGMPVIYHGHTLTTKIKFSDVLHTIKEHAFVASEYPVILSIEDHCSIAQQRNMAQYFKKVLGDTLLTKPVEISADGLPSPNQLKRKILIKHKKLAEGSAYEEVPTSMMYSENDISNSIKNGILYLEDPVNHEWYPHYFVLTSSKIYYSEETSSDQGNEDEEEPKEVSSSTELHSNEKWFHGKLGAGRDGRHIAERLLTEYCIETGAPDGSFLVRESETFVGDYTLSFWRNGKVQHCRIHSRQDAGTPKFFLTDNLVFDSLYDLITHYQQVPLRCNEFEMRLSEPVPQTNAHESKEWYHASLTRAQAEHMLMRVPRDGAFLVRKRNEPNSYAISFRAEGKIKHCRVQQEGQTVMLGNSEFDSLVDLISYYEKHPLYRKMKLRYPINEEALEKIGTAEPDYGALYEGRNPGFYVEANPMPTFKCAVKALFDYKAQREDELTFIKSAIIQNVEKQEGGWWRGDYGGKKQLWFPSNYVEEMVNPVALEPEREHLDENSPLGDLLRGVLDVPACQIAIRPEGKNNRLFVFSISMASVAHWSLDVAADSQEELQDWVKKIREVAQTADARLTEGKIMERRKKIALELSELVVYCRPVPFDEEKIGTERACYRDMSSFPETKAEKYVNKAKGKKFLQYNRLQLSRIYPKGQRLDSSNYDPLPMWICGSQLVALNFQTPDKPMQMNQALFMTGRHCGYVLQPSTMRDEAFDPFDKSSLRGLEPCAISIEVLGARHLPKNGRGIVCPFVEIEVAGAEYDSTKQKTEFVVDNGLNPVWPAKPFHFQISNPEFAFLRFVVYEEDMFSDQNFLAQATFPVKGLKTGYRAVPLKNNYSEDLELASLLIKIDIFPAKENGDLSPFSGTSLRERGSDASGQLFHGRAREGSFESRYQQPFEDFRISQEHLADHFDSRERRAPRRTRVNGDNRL
ASAP1 inh: inhibitors of human ASAP1 ArfGAP activity, primary screen, biochemical, fluorescence polarization; Arf-GAP with SH3 domain, ANK repeat and PH domain-containing protein 1 (Homo sapiens), …; actives 0.19% (n = 360,000); inhibition, % at 16.5 µM; ASAP1-stimulated ARF1 GTP hydrolysis, GDP FP detection; AID 624377, 2012; in the data active = inhibition above about 25%;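 note: 0% = vehicle with enzyme and substrate and 100% = no enzyme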
* = called active by the depositor; i = inactive. The order is random; 4.1% or so of the library scored in one or more.

canonical_smiles	ARFGAP1 inhibitor	UHRF1 MBD2 ctr	DDE Tn7 FP inh	proKLK7 act	PLCb3 inh	ADAM17 inh	DDE Tn6 FP inh	MBD2 inh	PLCg1 inh	ASAP1 inh
CCCCNC(=S)Nc1ccc(SC(F)F)cc1	-3	3	1	-0.1	8	0	1	4	6	7
COc1ncnc2c1sc1nc(-c3ccccc3)c3c(c12)CCCC3	5	0	-7	0.5	1	0	-2	-5	3	-4
Cc1nn(C)c2c(=O)c(=O)c2n(C)[nH]1	11	6	-4	0.0	-8	-4	-3	0	4	-1
O=C(NCc1ccccc1)c1ccc2c(=O)n(CC3CCCO3)c(=S)[nH]c2c1 (stereo not given)	4	4	2	-0.6	0	-3	-3	5	-4	-21
COCCNC(=O)CCCn1c(=O)c2cc(OC)c(OC)cc2n(CC(=O)Nc2ccccc2OC)c1=O	6	6	3	0.1	-9	-12	-11	1	8	16
COc1cccc(NC(C(=O)Nc2cccc(C(C)=O)c2)c2ccccc2)c1 (stereo not given)	-3	7	-1	1.3	-2	4	-2	3	4	-4
CN1C2Cc3c(n(C)c4ccccc34)C1CC=C2CO (stereo not given)	-12	-1	6	0.4	-2	-3	5	0	1	4
CCOc1ccccc1N1CCN(C(=O)Cc2ccc(S(=O)(=O)N3CCOCC3)s2)CC1	1	-3	-2	0.3	0	-3	7	-3	-5	-3
O=C1CCCN1CCCNC(=S)Nc1ccc(Cl)cc1Cl	0	0	1	-0.4	-2	-3	-2	0	1	-23
CN1CCN(c2ccc(Cl)cc2NC(=O)CCN2C(=O)c3ccccc3C2=O)CC1	4	14	-4	0.3	-3	-3	1	8	0	17
Cc1ccc(C)c(C(=O)CCC(=O)NCc2ccc(Cl)cc2)c1	-4	0	0	0.5	-9	-1	13	0	-3	-8
COc1cccc(CNn2c(-c3cccc(C)c3)nc3ccccc3c2=O)c1O	-5	-2	-2	-0.5	-1	0	-4	3	0	6
CCn1cc(C(=O)N2CCN(c3ccccn3)CC2)c2cc(OC)c(OC)cc2c1=O	6	-2	-2	0.2	0	-1	-3	3	1	-3
Cc1cc(C)c(NC(=O)CS(=O)CC(=O)N2CCN(c3ccccc3)CC2)c(C)c1 (stereo not given)	-2	-3	-2	-0.5	0	-3	2	2	2	1
Cc1cccc(OCC(=O)Nc2ccc(S(=O)(=O)N3CCCC3)cc2)c1	7	0	2	0.1	0	2	9	4	1	6
S=C(Nc1cccc2ccccc12)NN1CCOCC1	-15	-3	-2	-1.4	-12	-8	-6	3	-13	-3
CC(O)CNc1nc2ccccc2n1CC(=O)NC12CC3CC(CC(C3)C1)C2 (stereo not given)	2	3	-6	0.6	-8	-6	-2	-5	2	-11
COc1ccccc1S(=O)(=O)n1cc(Cc2ccccc2)c(N)n1	-1	4	-4	0.7	-2	2	-2	1	3	14
CN(Cc1ccccc1)c1nc(-c2cccc([N+](=O)[O-])c2)nc2ccccc12	7	23*	4	0.0	1	0	1	3	0	-3
O=C(Nc1ccc2c(c1)OCO2)c1ccc2nc([C@@H]3O[C@H](CO)[C@H](O)[C@H](O)[C@H]3O)[nH]c2c1	-1	-1	-2	1.0	1	-1	0	-1	-1	5
O=C(Nc1cc(C(F)(F)F)ccc1N1CCOCC1)C1CC1	-5	-1	-2	0.2	-11	-5	-1	-2	4	8
CCOc1ccc(-c2cc(N)n(S(=O)(=O)c3ccc(OC)c(OC)c3)n2)cc1	9	-1	-4	0.0	11*	9	-3	-8	4	4
CN(C)c1ncnc2c1ncn2C1CCCO1 (stereo not given)	0	2	1	-0.1	5	-3	10	-1	-1	-3
CCOc1cc(-n2ncc(C#N)c2N)nc(SC)n1	6	2	1	0.6	0	-3	-1	-4	0	4
Cc1cccc(NC(=S)NNC(=O)c2cc3c(s2)CCC(C)C3)c1C (stereo not given)	-9	-1	-6	2.0	-11	-4	0	-1	-4	9
C(CNC1C2CC3CC(C2)CC1C3)CN1CCOCC1 (stereo not given)	10	-3	4	0.0	-5	-1	3	2	0	5
C[C@H]1COc2cc(N3CCN(Cc4ccccc4F)CC3)ccc2S(=O)(=O)N1	1	-2	4	0.4	0	-4	4	1	0	-7
O=C(O)c1ccc(/C=C/C(=O)c2ccc3c(c2)OCCCO3)cc1	-4	2	8	-0.3	-15	-2	5	6	-3	0
CS(=O)(=O)N(CC(=O)O)c1ccc(C23CC4CC(CC(C4)C2)C3)cc1	2	2	0	-0.2	-2	2	-5	-1	5	-6
CCn1cc(CN2CCc3c([nH]c4ccccc34)C2c2cccc(O)c2)c(C)n1 (stereo not given)	16	4	2	6.9	-55	-14	-5	-6	-56	12

Further records.
canonical_smiles	ARFGAP1 inhibitor	UHRF1 MBD2 ctr	DDE Tn7 FP inh	proKLK7 act	PLCb3 inh	ADAM17 inh	DDE Tn6 FP inh	MBD2 inh	PLCg1 inh	ASAP1 inh
CC(C)c1nnc(NC(=O)CSc2nc3ccccc3s2)s1	0	-3	4	-0.3	-4	0	10	2	-2	-2
CS(=O)(=O)N1c2ccccc2[C@]2(Br)C[C@H]3C(=O)N[C@@H](Cc4ccccc4)C(=O)N3[C@H]12	-8	0	5	0.2	1	-1	2	-2	3	3
O=C(NCCCCCCNC(=O)c1ccncc1)c1ccncc1	-9	4	6	-0.7	-4	-4	2	-6	-4	-2
CSCCC(=O)N(C)CC1CCN(CCc2cccc(C(F)(F)F)c2)CC1	10	4	0	-0.7	-8	-9	1	7	-3	13
CCOc1ccc(NC(=O)CN(C)C(=O)CSCc2c(C)noc2C)cc1OCC	4	1	-11	0.2	-8	4	-3	1	7	13
COc1ccccc1NC(=S)NCCC(c1ccccc1)c1ccccc1	-10	-1	-2	0.0	2	4	0	4	3	8
CCOCCn1c(N2CCCC2)nc2c1c(=O)n(C)c(=O)n2C	-2	1	-4	-0.1	-6	0	-1	-1	-1	2
O=C(CNC(=O)c1ccccc1Br)NCCSc1ccc(Br)cc1	1	12	1	-0.2	-10	-3	-1	5	-4	2
COc1ccccc1NNC(=O)C(O)(c1ccccc1)c1ccccc1	2	-3	5	0.9	-5	1	6	-4	5	-1
O=C(Nc1cccc(S(=O)(=O)N2CCOCC2)c1)c1cn(-c2ccccc2)nc1-c1ccccc1	1	13	0	-0.1	1	3	-6	4	3	7
C=CCN1C(=O)CSc2ccc(C(=O)NCc3ccco3)cc21	18	4	1	0.2	-4	-3	8	1	-7	2
CCOC(=O)c1sc2ncn(C(CC)C(=O)OCC)c(=O)c2c1C (stereo not given)	-11	-3	-1	0.9	2	2	-9	4	0	-4
CCc1ccc(N(CC(=O)NC(C)(C)C)C(=O)CNC(=O)c2cccs2)cc1	9	-3	1	0.2	-3	0	7	3	2	-12
CCOP(=O)(OCC)C(NC(=O)c1cc([N+](=O)[O-])cc([N+](=O)[O-])c1)C(F)(F)F (stereo not given)	15	2	3	0.1	2	2	3	-7	2	-1
C=CCNC(=O)CN(c1ccc(OC)cc1OC)S(C)(=O)=O	0	-3	-1	0.1	0	3	4	5	-1	-4
Cc1nnc(-c2cnn(C)c2N)n1Cc1ccc2c(c1)OCO2	12	-2	0	-0.8	-9	-3	-6	3	-3	-12
COc1ccc(CCNC(=O)c2ccccc2C(=O)NCCc2ccc(OC)c(OC)c2)cc1OC	13	-1	-2	0.4	-6	3	8	-6	2	-8
CCOC(=O)c1c(NC(=O)C[n+]2ccccc2)sc2c1CCCC2	0	-1	5	-0.3	-7	-5	4	0	1	7
O=C(N/N=C/c1ccccc1OC(=O)c1ccc2c(c1)OCO2)c1ccccc1	-9	-3	3	-0.3	-3	-2	2	0	-3	6
CCOC(=O)C1CCN(C(=O)Nc2ccc(OC(F)(F)F)cc2)CC1	-4	0	6	-0.6	-3	6	2	-2	3	-9
CCOC(=O)C1CCCN(C(=O)c2sc3nc(C)nc(N(CC)CC)c3c2C)C1 (stereo not given)	11	1	-2	0.1	0	-3	-3	-4	0	4
C/C(=N\NC(=O)c1cc(O)ccc1O)c1cccc(NC(=O)c2ccc(Cl)cc2)c1	8	14	-1	10	-85	-24	0	-1	-75	-10
O=C(CSCSCC(=O)Nc1ccc2c(c1)OCO2)Nc1ccc2c(c1)OCO2	-5	0	4	-0.2	4	-2	0	5	0	0
COc1cc2c(cc1OC)C(C(=O)Nc1ccc(F)c(Cl)c1)CC(=O)N2 (stereo not given)	7	5	5	0.5	-8	-4	-8	5	-6	-3
COc1ccc(S(=O)(=O)N2CCN(Cc3cc(OC)c(OC)cc3OC)CC2)cc1	27*	4	4	0.1	-4	-3	7	-2	4	13
C[C@H](CO)N1C[C@H](C)[C@@H](CN(C)C(=O)NC2CCCCC2)Oc2c(NC(=O)C3CC3)cccc2C1=O	-9	2	0	-0.3	-4	-1	-9	2	0	11
C[C@H](NC(=O)c1ccc(Cl)cc1)C(=O)NNC(=O)c1cccs1	-1	-2	3	-0.3	-25	3	5	-1	-1	7
Cc1ccc(-n2nc3c(=O)n(CCCC(=O)N4CCC(C)CC4)nc(C)c3c2C)cc1	13	2	8	0.5	-9	-4	-10	1	-2	9
O=C(c1noc2c1CCc1ccccc1-2)N1CCOCC1	-1	-2	-4	0.6	-1	-3	-6	1	1	4
O=c1oc2ccc3ccccc3c2cc1-c1nc2ccccc2o1	14	-16	-1	-53	i	i	-5	-9	i	1
CCOC(=O)C1CCN(C(=O)CCc2c(C)nc3c(-c4ccc(F)cc4)c(C)nn3c2C)CC1	-4	-3	5	-0.2	-4	0	-6	-3	-3	-10

Single records, as listed above. Values in the order: ARFGAP1 inhibitor | UHRF1 MBD2 ctr | DDE Tn7 FP inh | proKLK7 act | PLCb3 inh | ADAM17 inh | DDE Tn6 FP inh | MBD2 inh | PLCg1 inh | ASAP1 inh
CSCCC(=O)N(C)CC1CCN(CCc2cccc(C(F)(F)F)c2)CC1 is listed with 10 | 4 | 0 | -0.7 | -8 | -9 | 1 | 7 | -3 | 13
COc1ccccc1NC(=S)NCCC(c1ccccc1)c1ccccc1 is listed with -10 | -1 | -2 | 0.0 | 2 | 4 | 0 | 4 | 3 | 8
